High-throughput results: PubChem, several laboratories
TRPM1 prom inh = inhibitors of MITF-driven TRPM1 promoter in melanoma cells. SK-MEL-5 TRPM1 promoter luciferase, 24 h. inhibition, % at 12.5 µM. 330,000 compounds, 0.83% hits. AID 488899;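 active = mean inhibition across replicates of 60% or more, whatever share of single replicates reaches that level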; also: values of inactives mirror those of a sister screen read the other way
KKLEB cytotox = CF airway cell cytotoxicity counter-screen; 360,000 compounds, 0.36% hits; activity change (cytotoxicity), % at 5 µM; AID 602141; KKLEB CF airway cells viability, ATPlite luminescence, overnight; stronger effect = lower value; cells stimulated with P. aeruginosa culture filtrate;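 active = corrected activity change at or below -50% at 5 µM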
CF NFkB block = blocks PAF-induced NF-kB reporter in cystic fibrosis cells | KKLEB NF-kB-GFP reporter, GFP fluorescence overnight | inhibition, % at 5 µM | 360,000 compounds, 0.86% hits;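 active = at least 50% inhibition at 5 µM, scaled per plate between neutral and stimulator controls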;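 also: PAF is a Pseudomonas aeruginosa culture filtrate used as stimulus; plate controls were PAF-stimulated DMSO wells for no effect and unstimulated DMSO wells for full effect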
iPSC survival up = hiPSC single-cell survival enhancement; ATPlite luminescence; 100% = ROCK inhibitor wells, 0% = DMSO; survival enhancement, % at 20 µM; 360,000 compounds, 0.044% hits; in the data active = survival enhancement above about 18%;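 also: cells exposed to compounds for 16 hours before the ATP read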
Peg3 prom inh = Peg3 promoter activity inhibition; HeLa PEG-Prom luciferase reporter, luminescence, overnight; inhibition, % at 20 µM; 360,000 compounds, 1.7% hits;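 active = inhibition of at least 50% at 20 µM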
NR2E3 ag-1 = activates human photoreceptor nuclear receptor NR2E3. inhibition of corepressor binding, % at 4.78 µM. AID 2300. 320,000 compounds, 0.12% hits. GST-NR2E3/biotin-RetCOR TR-FRET, 1536-well;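 active = percent inhibition above the cutoff of mean plus 3 SD of all tested compounds, set per screening campaign, cut at about 20% in these data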;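 also: 0% = DMSO wells and 100% = biotin wells as full block of FRET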
Target sequence (Q9Y5X4 whole entry, looked up): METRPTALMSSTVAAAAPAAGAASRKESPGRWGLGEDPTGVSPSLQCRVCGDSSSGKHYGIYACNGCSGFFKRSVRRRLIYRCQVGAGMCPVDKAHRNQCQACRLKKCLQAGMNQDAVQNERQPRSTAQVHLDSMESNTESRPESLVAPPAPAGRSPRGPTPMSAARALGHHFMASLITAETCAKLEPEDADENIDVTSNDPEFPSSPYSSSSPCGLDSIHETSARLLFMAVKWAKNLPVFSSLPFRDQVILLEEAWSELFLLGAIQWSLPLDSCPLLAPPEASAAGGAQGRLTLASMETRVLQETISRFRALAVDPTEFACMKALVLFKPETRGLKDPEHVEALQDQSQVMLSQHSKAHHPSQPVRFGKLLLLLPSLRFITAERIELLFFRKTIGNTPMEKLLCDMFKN
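Test system: GST-NR2E3 and biotin-RetCOR proteins | Quantity: 1.35 nM GST-tagged NR2E3 final | Medium: Tris pH 7.5 | Also added: 7 nM biotin-RetCOR | Dosing: Compound at 4.8 µM, single dose | Timing: 5 h at 4 °C | Detection: Time-resolved FRET | Read-out basis: Percent inhibition | Benchmarks: Biotin wells as high control, 0.6% DMSO wells as low control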
aDG glyco up = alpha-DG glycosylation activation | Pro5-aDG cells, alpha-DG glycosylation AlphaScreen (IIH6); 0% Pro5, 100% B10-LARGE cell signal | activation, % at 10 µM | 360,000 compounds, 0.22% hits;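 active = activation of at least 8% versus controls, or a plate z-score of at least 8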;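 also: Pro5 are CHO cells carrying HIG-tagged alpha-DG that lacks glycosylation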
TWEAK Fn14 block = blocks TWEAK-Fn14 interaction in a reporter cell assay | TWEAK-stimulated Fn14 reporter cells, luciferase luminescence, 8 h | inhibition, % at 10 µM | 360,000 compounds, 2% hits; in the data active = inhibition above about 50%
NR2E3 ag-2 = human photoreceptor-specific nuclear receptor agonism; CHO-S Gal4-NCOR/VP16-NR2E3 two-hybrid, luciferase; inhibition of corepressor binding, % at 3.98 µM; 360,000 compounds, 0.35% hits; AID 602229;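 active = inhibition above the mean of all tested compounds plus 3 SD, cut at about 70% in these data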;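 also: 0% = DMSO with NR2E3 transfected cells and 100% = cells lacking NR2E3 construct; higher means lower luciferase signal from less NR2E3 corepressor binding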
HIF-2a inh = inhibitors of HIF-2a | AID 624352 | inhibition, % at 18.8 µM | 786-0 RCC cells HIF-2a reporter, luciferase luminescence, overnight | 360,000 compounds, 0.72% hits;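 active = inhibition of the luminescence signal of 40% or more relative to plate controls, in a single-dose primary screen at 18.75 µM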
Shn3 inh set2 = inhibitors of Schnurri-3 3'UTR reporter in osteoblasts; Clone20 osteoblast Shn3 3'UTR firefly luciferase, 24 h; inhibition, % at 12.5 µM; 360,000 compounds, 0.52% hits; AID 588674;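 active = mean inhibition of at least 75% with every replicate also reaching 75%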;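 also: 0% = median of neutral control wells and 100% = pilot-screen positive control compound; some compounds past the cut are filed as inactive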
* = called active by the depositor; nt = not tested or not shown.

Every second line gives: Peg3 prom inh, aDG glyco up, HIF-2a inh, CF NFkB block, NR2E3 ag-1, Shn3 inh set2, NR2E3 ag-2, KKLEB cytotox, TRPM1 prom inh, TWEAK Fn14 block, iPSC survival up
1	O=C(c1ccco1)N(Cc1cccc(F)c1)C1CCS(=O)(=O)C1 (stereo not drawn)
    -9.8, 0.4, 10.2, 9.9, 1.0, -8.1, -13.0, -4.9, 4.3, -26.5, -0.1
2	CN(Cc1nc2c(s1)CCCC2)C(=O)CCc1nnc(-c2ccccc2)o1
    -70.7, -0.1, -97.4, -29.3, -0.5, -31.5, -27.7, 22.7, -32.7, -32.0, 0.3
3	Nc1nonc1-n1nnc(C(=O)N/N=C\c2ccncc2)c1CN1CCCCC1
    23.4, 0.0, -6.4, 3.5, 1.1, 10.4, -5.8, 14.5, nt, 43.9, 2.1
4	Cc1cc(-c2ccc(Cl)s2)n[nH]1
    -105.8, 1.0, -142.8, 7.6, -0.7, -15.3, -44.5, 2.0, -57.6, -10.5, 3.3
5	CCc1nc(NC(C)C)c2oc3ccccc3c2n1
    21.6, 0.3, 2.2, 24.3, 2.6, 15.7, -9.4, -6.1, 8.2, 18.4, 0.8
6	O=C(C1CCN(S(=O)(=O)c2cccc3cccnc23)CC1)N1CCn2c1nc1ccccc12
    28.9, -0.1, 7.2, 12.0, 2.7, 11.2, 6.2, -7.6, -6.9, 4.3, 2.1
7	Cc1ccc(-c2nc3cnccn3c2Nc2c(C)cccc2C)o1
    101.7*, 0.9, 5.9, 10.1, 0.8, 15.4, -7.6, -7.2, -0.8, -4.8, -0.2
8	CN(Cc1cccc(F)c1)C(=O)c1ccc(S(=O)(=O)N2CCOCC2)cc1
    -4.2, -0.3, 4.8, 0.6, 0.2, 12.7, -4.7, 0.7, 1.4, -7.6, 2.3
9	CC1CC(C)(C)CC2(C1)NC(=O)N(CC(=O)Nc1cc([N+](=O)[O-])ccc1F)C2=O (stereo not drawn)
    11.2, 0.4, 27.9, -24.6, 4.6, 1.5, 11.2, 0.1, 14.2, 11.0, -0.6
10	COc1ccc(-n2c(-c3ccc(Cl)cc3)c[nH]c2=S)cc1
    1.7, 0.2, -34.9, -19.7, -0.8, 9.0, -22.8, 29.5, -6.7, 6.0, 0.1
11	C=CCN(C)CC/C=C1\c2ccccc2CSc2ccccc21
    -3.1, 1.4, 14.0, 2.6, 1.2, 12.8, -0.1, -3.2, -1.7, 10.7, 4.5
12	Cc1cc(C)c(NC(=O)CN(C)C(=O)CCC(=O)c2ccc(C)s2)c(C)c1
    -15.2, 0.1, 4.3, 28.8, -2.2, -12.3, 15.6, 13.8, 8.3, 1.3, 0.0
13	Cc1c(Cc2ccccc2)c(=O)oc2cc(OC(C)C(=O)NCC3CCC(C(=O)O)CC3)c(Cl)cc12 (stereo not drawn)
    11.8, 0.7, 4.7, 10.9, 4.7, 11.6, -30.5, -3.4, 2.3, -18.5, -2.5
14	CN(CCCNC(=O)CCC(=O)N1CCOc2ccc(Cl)cc21)Cc1ccccc1
    -13.8, -0.5, 9.5, 4.2, -2.8, 5.2, 2.4, -6.1, -6.9, 10.5, -1.2
15	CCOc1cc(N2CCOCC2)c(OCC)cc1NC(=O)C(NC(=O)c1c(F)cccc1F)C(C)C (stereo not drawn)
    -2.4, 0.2, 0.4, 12.2, nt, -0.9, 6.9, 11.5, nt, -20.8, -2.3

Nine consecutive compounds already listed, quoted:
Every second line gives: Peg3 prom inh, aDG glyco up, HIF-2a inh, CF NFkB block, NR2E3 ag-1, Shn3 inh set2, NR2E3 ag-2, KKLEB cytotox, TRPM1 prom inh, TWEAK Fn14 block, iPSC survival up
1	O=C(c1ccco1)N(Cc1cccc(F)c1)C1CCS(=O)(=O)C1 (stereo not drawn)
    -9.8, 0.4, 10.2, 9.9, 1.0, -8.1, -13.0, -4.9, 4.3, -26.5, -0.1
2	CN(Cc1nc2c(s1)CCCC2)C(=O)CCc1nnc(-c2ccccc2)o1
    -70.7, -0.1, -97.4, -29.3, -0.5, -31.5, -27.7, 22.7, -32.7, -32.0, 0.3
3	Nc1nonc1-n1nnc(C(=O)N/N=C\c2ccncc2)c1CN1CCCCC1
    23.4, 0.0, -6.4, 3.5, 1.1, 10.4, -5.8, 14.5, nt, 43.9, 2.1
4	Cc1cc(-c2ccc(Cl)s2)n[nH]1
    -105.8, 1.0, -142.8, 7.6, -0.7, -15.3, -44.5, 2.0, -57.6, -10.5, 3.3
5	CCc1nc(NC(C)C)c2oc3ccccc3c2n1
    21.6, 0.3, 2.2, 24.3, 2.6, 15.7, -9.4, -6.1, 8.2, 18.4, 0.8
6	O=C(C1CCN(S(=O)(=O)c2cccc3cccnc23)CC1)N1CCn2c1nc1ccccc12
    28.9, -0.1, 7.2, 12.0, 2.7, 11.2, 6.2, -7.6, -6.9, 4.3, 2.1
7	Cc1ccc(-c2nc3cnccn3c2Nc2c(C)cccc2C)o1
    101.7*, 0.9, 5.9, 10.1, 0.8, 15.4, -7.6, -7.2, -0.8, -4.8, -0.2
8	CN(Cc1cccc(F)c1)C(=O)c1ccc(S(=O)(=O)N2CCOCC2)cc1
    -4.2, -0.3, 4.8, 0.6, 0.2, 12.7, -4.7, 0.7, 1.4, -7.6, 2.3
9	CC1CC(C)(C)CC2(C1)NC(=O)N(CC(=O)Nc1cc([N+](=O)[O-])ccc1F)C2=O (stereo not drawn)
    11.2, 0.4, 27.9, -24.6, 4.6, 1.5, 11.2, 0.1, 14.2, 11.0, -0.6
